High-throughput results deposited in PubChem BioAssay by several laboratories.
BoNT F protease: BoNT F light chain protease inhibition | inhibition, % at 10 µM | hit rate 0.22% among 360,000 | AID 588497 | Multiplex microsphere protease cleavage assay, flow cytometry; in the data active means inhibition above about 35%, passing the limit was not always enough; inconclusive means no clear call, values can overlap the other calls; further: plate controls were buffer without enzyme for full effect and enzyme alone for no effect
CCHF vOTU inh: blocks the CCHF virus ovarian tumor domain protease. hit rate 0.55% among 370,000. AID 651958. CCHFV vOTU protease, Pep-AMC fluorescence. inhibition, % at 11.5 µM; in the data active means inhibition above about 30%; further: 0% = vehicle wells with enzyme and 100% = no enzyme wells
Y pestis TopoI: inhibitors of Yersinia pestis topoisomerase I | Y. pestis Topo-I cleavage product accumulation, plate reader | activity, % at 10 µM | hit rate 0.064% among 360,000; in the data active means activity above about 50%, passing the limit was not always enough; inconclusive means no clear call, values can overlap the other calls; further: inactives centre near 2
PrPC TRFRET: inhibitors of human cell surface prion protein PrPC. hit rate 0.43% among 370,000. TR-FRET read-out. inhibition, % at 13.8 µM. AID 720596; in the data active means inhibition above about 24%; further: 0% = median of the test wells and 100% = reference compound wells
PfHsp40 yeast: restores yeast growth despite PfHsp40 toxicity | S. cerevisiae expressing PfHsp40, growth rescue, ATP luminescence | growth rescue, % at 12.5 µM | hit rate 0.68% among 340,000 | AID 504582; in the data active means growth rescue above about 28%, passing the limit was not always enough; inconclusive means no clear call, values can overlap the other calls;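 further: yeast W303a lacking pdr1 and pdr3 grown in galactose medium; growth measured after three days at 30 °C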
TcdB GH inh: TcdB glycohydrolase inhibition. P18177. TcdB glycohydrolase enzymatic assay, plate reader. inhibition, % at 9.99 µM. hit rate 0.24% among 350,000. AID 652162; in the data active means inhibition above about 10%
BoNT A protease: blocks Botulinum neurotoxin A light chain protease. multiplex microsphere protease substrate cleavage, flow cytometry. inhibition, % at 10 µM. hit rate 0.17% among 360,000; further: plate controls were buffer without enzyme for full effect and enzyme alone for no effect
Anthrax LF inh2: inhibitors of Bacillus anthracis lethal factor protease. multiplex microsphere protease cleavage assay, LF. P15917. inhibition, % at 10 µM. hit rate 0.12% among 360,000; further: plate controls were buffer without enzyme for full effect and enzyme alone for no effect
Target sequence (P15917 whole entry, looked up): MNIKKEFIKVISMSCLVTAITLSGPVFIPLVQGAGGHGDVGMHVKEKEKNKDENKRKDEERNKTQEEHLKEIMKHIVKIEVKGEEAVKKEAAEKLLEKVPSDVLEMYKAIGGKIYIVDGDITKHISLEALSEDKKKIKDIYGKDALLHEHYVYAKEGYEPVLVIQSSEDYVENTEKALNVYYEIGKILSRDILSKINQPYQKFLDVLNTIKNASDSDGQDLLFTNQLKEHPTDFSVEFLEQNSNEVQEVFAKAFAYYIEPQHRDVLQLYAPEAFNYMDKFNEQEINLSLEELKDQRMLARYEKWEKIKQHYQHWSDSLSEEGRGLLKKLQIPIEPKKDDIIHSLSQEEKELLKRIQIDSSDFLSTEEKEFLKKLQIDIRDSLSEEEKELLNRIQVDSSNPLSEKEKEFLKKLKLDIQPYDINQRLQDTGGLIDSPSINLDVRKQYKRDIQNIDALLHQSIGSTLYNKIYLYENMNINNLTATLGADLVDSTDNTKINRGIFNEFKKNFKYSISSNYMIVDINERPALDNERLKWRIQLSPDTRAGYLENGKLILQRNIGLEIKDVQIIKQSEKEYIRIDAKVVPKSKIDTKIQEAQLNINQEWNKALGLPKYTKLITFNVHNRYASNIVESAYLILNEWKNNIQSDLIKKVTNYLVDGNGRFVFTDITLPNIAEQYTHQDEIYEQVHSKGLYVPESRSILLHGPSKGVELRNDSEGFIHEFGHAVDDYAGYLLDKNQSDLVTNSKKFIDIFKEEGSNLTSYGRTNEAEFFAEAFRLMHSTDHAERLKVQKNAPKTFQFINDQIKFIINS
FadD28 FP inh: blocks FadD28 binding to the bisubstrate probe. fluorescence polarization. inhibition, % at 12.5 µM. hit rate 0.22% among 360,000. AID 588549; in the data active means inhibition above about 8.5%, passing the limit was not always enough; inconclusive means no clear call, values can overlap the other calls
Numbers without * were called inactive; ? = inconclusive; . = no result given; & = joins results of further samples. Unless noted, no stated cut-off is given here; in the data, active means inhibition above about 30%; inconclusive means no clear call, values can overlap the other calls; inactive means below that.

SMILES | BoNT F protease | CCHF vOTU inh | Y pestis TopoI | PrPC TRFRET | PfHsp40 yeast | TcdB GH inh | BoNT A protease | Anthrax LF inh2 | FadD28 FP inh
O=C(Cc1ccc(-n2cccc2)cc1)NC1CCCCC1 | -11 | 4 | 11 | 9 | -0.9 | . | -0.9 | -5 | -0.2
CC(C)c1nnc(NC(=O)C2CCCN2C(=O)Nc2ccccc2)s1 (stereo not drawn) | -6 | 11 | 10 | -1 | 0.1 | 1.1 | 1.1 | 10 | -0.2
Nc1ccccc1C(=O)OCC(=O)c1ccc2c(c1)OCCO2 | -6 | 7 | -8 | 6 | -0.1 | -0.3 | 0.2 | 0 | 0.8
CN(C)CCNC(=O)c1ccccc1 | 4 | -2 | -3 | 1 | -0.7 | . | 2.3 | -18 | 0.5
CCOC(=O)C1CCCN(C/C=C/c2ccccc2[N+](=O)[O-])C1 (stereo not drawn) | 13 | 7 | 4 | -18 | 1.1 | 4.2 | 9.8 | -7 | -3.0
COc1ccc(Cl)cc1N=Cc1c(O)c2ccccc2oc1=O | ? | 1 | 2 | 9 | 0.4 | 0.4 | 6.8 | 0 | -1.5
N#Cc1cn(Cc2ccccc2)c(=O)[nH]c1=O | -9 | -3 | 4 | -4 | -1.1 | 1.5 | -1.3 | 3 | -1.9
COC(=O)NNS(=O)(=O)c1ccc(C)cc1 | -9 | 5 | 1 | -2 | -0.8 | . | -1.6 | 0 | -0.4
COCc1[nH]c(=S)c(C#N)cc1C(=O)OC | ? | -7 | 1 | 9 | -0.9 | -0.3 | -1.1 | -11 | 1.1
COc1ccc(NC(=O)CN(C)C(=O)CCCc2nc3ccccc3c(=O)[nH]2)cc1 | -8 | -1 | -5 | -13 | -1.3 | 2.6 | -2.9 | -3 | -2.1
CC1=CC(C)(C)N2C(=O)C3(SCC(=O)N3c3ccc(F)cc3)c3cc(C)cc1c32 (stereo not drawn) | -13 | 9 | -3 | 4 | 0.3 | . | 0.1 | -2 | 0.0
O=S(=O)(NCCS(=O)(=O)N1CCN(c2ccc(F)cc2)CC1)c1ccccc1 | -6 | 4 | 18 | -2 | . | -0.3 | -0.3 | 0 | -2.0
Cc1cccc(N2CC(C(=O)Nc3ccc4c(c3)OCCO4)CC2=O)c1C (stereo not drawn) | -9 | 4 | 9 | -2 | -1.0 | 0.7 | -2.3 | 4 | -0.2
O=C(COC(=O)c1ccco1)Nc1ccc(N2CCOCC2)cc1 | 19 | -9 | -2 | -2 | -2.2 | -0.7 | 8.2 | 9 | -1.8
CC(/C=N\NC(=O)Cn1c(C)nc2ccccc21)=C\c1ccccc1 | -16 | -21 | 3 | 2 | -1.1 | . | -0.2 | 0 | -1.5
COC(=O)/C=C1/C(=O)N/C(=N\c2nc(C)cc(C)n2)N1c1ccc(OC)cc1 | -8 | -6 | 1 | 5 | -0.3 | -0.4 | -0.5 | 0 | -2.5
COc1ccc(Cn2cc(CN3CC(N4CC=CC4)CS3(=O)=O)nn2)cc1 (stereo not drawn) | 0 | 4 | . | -1 | . | -0.1 | -0.4 | -2 | .
Brc1ccccc1-n1nnc(-c2cccnc2)n1 | -5 | -6 | -1 | 0 | 0.0 | 0.8 | 0.0 | 4 | -2.8
COCCn1cc(C(=O)N2CCCC(C)C2)c2c3ccccc3n(C)c2c1=O (stereo not drawn) | 4 | -42 | 18 | -4 | 0.2 | . | 0.1 | -2 | -0.3
O=C(Nc1ccc(N2CCN(C(=O)c3ccco3)CC2)c(Cl)c1)c1cccnc1 | -3 | 13 | 1 | 6 | 0.5 | 1.6 | 1.1 | 4 | -0.1

Two compounds picked at random from those above:
SMILES | BoNT F protease | CCHF vOTU inh | Y pestis TopoI | PrPC TRFRET | PfHsp40 yeast | TcdB GH inh | BoNT A protease | Anthrax LF inh2 | FadD28 FP inh
COCCn1cc(C(=O)N2CCCC(C)C2)c2c3ccccc3n(C)c2c1=O (stereo not drawn) | 4 | -42 | 18 | -4 | 0.2 | . | 0.1 | -2 | -0.3
COc1ccc(Cn2cc(CN3CC(N4CC=CC4)CS3(=O)=O)nn2)cc1 (stereo not drawn) | 0 | 4 | . | -1 | . | -0.1 | -0.4 | -2 | .

Other results
SMILES | BoNT F protease | CCHF vOTU inh | Y pestis TopoI | PrPC TRFRET | PfHsp40 yeast | TcdB GH inh | BoNT A protease | Anthrax LF inh2 | FadD28 FP inh
COCCn1c(COc2ccc(OC)cc2)nc2ccccc21 | 4 | 5 | 7 | -2 | 0.2 | . | 0.2 | -2 | -1.0
O=C(Nc1cccc(O)c1)c1ccc2c(c1)C(=O)N(Cc1ccco1)C2=O | -20 | 8 | -7 | 2 | -1.4 | 1.1 | -7.2 | -7 | 0.5
O=C(O)CCCNC(=O)Nc1ccccc1 | -4 | -4 | 7 | 0 | 0.3 | 0.7 | -0.4 | -2 | 0.6
COCC(=O)OCC(=O)Nc1cc([N+](=O)[O-])ccc1Cl | -10 | 1 | 4 | -19 | 0.1 | 1.5 | 0.2 | 0 | 0.4
Cn1ccsc1=NC(=O)c1ccc(OC(F)(F)F)cc1 | -5 | -6 | 0 | -13 | 3.2 | 2.1 | -2.2 | -19 | -3.7
CC(=O)O[C@H]1CC[C@@]2(C)C(=CC(=O)C3C2CC[C@@]2(C)C3C[C@H](OC(C)=O)[C@@H]2OC(C)=O)C1 (stereo partly drawn) | -8 | 15 | 5 | 0 | -0.8 | 0.6 | -0.5 | -3 | -0.3
O=C(CSc1nnc(-c2ccccn2)n1Cc1ccco1)c1ccccc1 | -1 | -9 | 29 | -1 | -1.7 | . | 0.7 | 0 | -0.6
C[C@@H](CO)NC(=O)c1[nH]cnc1C(=O)Nc1cccc(Cl)c1 | -3 | -4 | -10 | -9 | . | 0.6 | 0.2 | 1 | -6.5
O=C(CNS(=O)(=O)c1ccccc1)N1CCN(Cc2ccccc2)CC1 | 0 | 15 | -3 | -4 | -0.1 | 1.6 | -2.2 | -4 | -0.8
C[C@H](CO)N1C[C@H](C)[C@@H](CN(C)C(=O)Nc2ccccc2)Oc2ccc(NC(=O)NC3CCCCC3)cc2C1=O | -1 | -5 | 5 | 6 | 1.7 | 0.2&0.3 | -0.6 | 2 | -0.9
CN(C)CCCNc1nc(-c2ccccc2)nc2ccccc12 | ? | -12 | -9 | -1 | 0.5 | 2.7 | -0.8 | 2 | -0.9
Fc1cccc(-c2oncc2-c2nnnn2-c2ccc(Cl)cc2)c1 | 7 | -8 | -1 | 1 | -0.8 | . | 0.0 | 0 | -1.5
COc1cc(OC)cc(OCC(O)Cn2ccnc2)c1 (stereo not drawn) | -2 | 3 | -6 | 2 | -0.6 | . | -0.1 | 1 | -3.5
O=C(CCCc1ccccc1)c1ccc2c(c1)OCCO2 | -14 | -9 | -2 | -2 | 0.6 | 0.4 | -0.3 | 0 | 1.8
COc1ccccc1NC(=O)c1ccccc1Nc1ccccc1 | -16 | -8 | 2 | 7 | 0.0 | 2.5 | -3.2 | -14 | -2.2
COc1ccc(OCC(=O)NCC(c2cccs2)N2CCOCC2)cc1 (stereo not drawn) | 13 | -10 | 7 | 5 | -0.1 | 2.4 | 4.8 | -2 | -1.8
CC(C)NC(=S)NC(=O)/C=C/c1ccc(F)cc1 | -1 | -11 | -4 | 7 | 1.7 | 0.3 | -1.3 | 1 | -1.4
C=CC[C@@H](CC(=O)N[C@@H](CO)Cc1ccccc1)C(=O)N[C@H](COC(=O)[C@@H](CC=C)Cc1ccc(F)cc1)Cc1c[nH]c2ccccc12 | -1 | 7 | 29 | -1 | 0.5 | -0.9 | -0.9 | 0 | -0.4
COc1ccccc1CNC(=O)CCCNC(=O)c1ccc(Cl)cc1 | -6 | 12 | 19 | -2 | -0.6 | 0.9 | 1.2 | 5 | -1.0
CCn1ccnc1CN1CCCC(C(=O)c2cc(C)c(OC)c(C)c2)C1 (stereo not drawn) | -5 | 0 | 1 | 5 | 0.2 | 0.6 | 0.1 | -3 | -0.8

3 of these compounds in another layout:
smiles	BoNT F protease	CCHF vOTU inh	Y pestis TopoI	PrPC TRFRET	PfHsp40 yeast	TcdB GH inh	BoNT A protease	Anthrax LF inh2	FadD28 FP inh
COc1cc(OC)cc(OCC(O)Cn2ccnc2)c1 (stereo not drawn)	-2	3	-6	2	-0.6	.	-0.1	1	-3.5
O=C(CCCc1ccccc1)c1ccc2c(c1)OCCO2	-14	-9	-2	-2	0.6	0.4	-0.3	0	1.8
CCn1ccnc1CN1CCCC(C(=O)c2cc(C)c(OC)c(C)c2)C1 (stereo not drawn)	-5	0	1	5	0.2	0.6	0.1	-3	-0.8

Next entries follow:
SMILES | BoNT F protease | CCHF vOTU inh | Y pestis TopoI | PrPC TRFRET | PfHsp40 yeast | TcdB GH inh | BoNT A protease | Anthrax LF inh2 | FadD28 FP inh
CCOc1ccc(C(=O)OC2CCCN(C)C2)cc1 (stereo not drawn) | ? | -13 | -1 | 5 | -1.4 | -0.7 | 2.6 | -5 | -1.6
CC1(NC(=O)C23CC4CC(CC(C4)C2)C3)CCS(=O)(=O)C1 (stereo not drawn) | -1 | -5 | 4 | -4 | -0.4 | . | 0.7 | -10 | -2.3
CCSc1nc(=S)cc(C)[nH]1 | -42 | 31* | -7 | 13 | 3.9 | -3.0 | -5.1 | -11 | -3.4
Fc1cc(F)c2nc(Nc3nc4cc5c(cc4s3)OCO5)sc2c1 | -3 | -9 | 0 | 9 | -1.2 | 1.6 | -0.5 | 2 | -0.4
Cc1ccc(C(=O)Nc2cccc(C(=O)O)c2)cc1S(=O)(=O)N1CCCCC1 | -2 | . | 0 | . | -1.0 | . | 0.0 | -4 | -9.2
Oc1ccc(Cl)c2cccnc12 | -7 | -1 | 8 | -3 | -1.1 | 1.2 | -1.0 | -6 | -0.7
CN(C)C(CNC(=O)C1CCN(S(=O)(=O)c2ccccc2C(F)(F)F)CC1)Cc1ccccc1 (stereo not drawn) | 5 | 1 | -6 | -10 | -2.1 | -1.6 | 2.5 | -1 | -5.4
O=C(COC(=O)CNC(=O)c1sc2ccccc2c1Cl)Nc1cc(Cl)cc(Cl)c1 | -3 | 1 | -1 | -1 | -2.8 | 0.4 | -0.8 | -1 | -1.1
CC(Sc1nnc(-c2ccco2)n1N)C(=O)NCc1ccc2c(c1)OCO2 (stereo not drawn) | 6 | 1 | 1 | 12 | 2.4 | -9.9 | 2.3 | 2 | -2.5
O=C(CSc1nc2c(c(=O)n1-c1ccc(Cl)cc1)SCC2)N1CCOCC1 | -4 | 9 | 4 | -11 | -0.2 | 1.4 | -0.8 | -1 | -4.1
CCCCn1c(SCC(=O)N2CCC(C(=O)OCC)CC2)nc2cc(S(N)(=O)=O)ccc21 | -2 | 0 | 16 | -3 | -0.9 | . | 0.1 | 4 | -2.8
C=C(C)C(=O)Nc1cccc(C2=NOC3(C2)C[C@H](C(N)=O)N(C(=O)COc2ccc(Cl)cc2)C3)c1 (stereo partly drawn) | -4 | 9 | -5 | -1 | -0.5 | 2.3 | 0.2 | -2 | -5.5
COc1cc(OC)c2cc(C(=O)N[C@H](C(=O)N3CCC[C@H]3C(=O)O)C(C)C)n(C)c2c1 | -1 | 9 | -1 | -9 | 1.1 | -0.2 | 0.4 | 3 | -1.3
CCSc1nnc(NC(=O)CN2C(=O)C3CC=CCC3C2=O)s1 (stereo not drawn) | 1 | 14 | 7 | 0 | -0.3 | 0.7 | 0.1 | 0 | 0.9
COC(=O)Nc1nc(-c2ccccc2)c(C(=O)c2ccccc2)s1 | 6 | 4 | 14 | 4 | 5.8 | . | 0.2 | -4 | -9.7
CSc1nc(N(CCO)CCO)c2sc3nc(-c4ccco4)c4c(c3c2n1)CCC4 | ? | 8 | 16 | 10 | 0.1 | . | 5.4 | 6 | -41
C/C(=N/NC(=O)c1ccc(C)s1)c1cccnc1 | 6 | 8 | -6 | -1 | 1.2 | -0.4 | 1.5 | 3 | -4.9
CC(=O)Nc1c(F)cc(Br)cc1F | ? | -3 | -1 | -2 | -1.9 | 0.4 | ? | -5 | -3.6
O=C(Oc1ccccc1)N1CCCC1 | -3 | -13 | 0 | -3 | -2.0 | -0.3 | -1.8 | 14 | -1.2
Oc1ccc(Br)cc1-c1cc(-c2ccccc2)n[nH]1 | -10 | 10 | -24 | -1 | 21 | . | -0.6 | -1 | -16
C=CCN1C(=O)c2ccc(C(=O)NCC(=O)Nc3c(C)cc(C)cc3C)cc2C1=O | ? | -1 | -9 | 0 | 0.3 | -0.4 | -11 | -2 | 2.6
COc1ccc(N2C(=O)Cc3ccccc3C2=O)cc1 | -8 | 17 | 13 | 7 | -0.2 | 3.3 | 1.4 | -9 | -3.8
